Screening results from PubChem BioAssay.
HSP90 inh: HSP90 refolding inhibition in rabbit reticulocyte lysate. inhibition, % at 5.6 µM. AID 1789. 290,000 tested, 0.91% active. luciferase refolding luminescence, 3 h;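 active = inhibition above the screen-wide mean plus 3 SD, computed separately per campaign, cut at about 16% in these data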;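 note: 0% = DMSO wells and 100% = 60 µM geldanamycin wells; inhibitors lower the luminescence because luciferase stays unfolded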
KLF5 inh: kruppel-like factor 5 inhibition; DLD-1 KLF5 promoter-luciferase reporter, luminescence; 290,000 tested, 0.23% active; inhibition, % at 5 µM;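 active = inhibition above a per-plate limit of that plate's mean compound inhibition plus 3 SD, cut at about 60% in these data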;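 note: 0% = DMSO wells and 100% = LY294002 at 200 µM; higher means less KLF5 promoter-driven luciferase light; inactives centre near -14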
Platelet DG rel: platelet dense granule release activity; human platelet-rich plasma, SFLLRN dense granule ATP release, luminescence; inhibition, %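 (compounds screened at 7.5 µM in platelet-rich plasma)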; 300,000 tested, 0.22% active; AID 1663;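 active = mean replicate score, as percent of positive control, at or above 50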
HIF act: HIF pathway transcriptional activation; U2OS HRE-luciferase reporter, luminescence; normalized: DMSO 0%, desferrioxamine 100%; activation, % at 7.5 µM (by protocol); 300,000 tested, 0.32% active; AID 1910;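 active = mean activation of at least 10% of the iron chelator positive control signal, with at least half of replicates also reaching 10%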
aSyn UTR inh: MLPCN primary screen, SNCA 5' untranslated region | alpha-synuclein 5'UTR reporter, inhibitor activity | inhibition, % (tested at 7.5 µM) | 300,000 tested, 0.82% active | AID 1813; in the data active = inhibition above about 60%;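 note: H4 neuroglioblastoma cells stably carrying SNCA 5'UTR luciferase fusion; 0% = DMSO wells and 100% = positive control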
IEC-6 tox: kills IEC-6 intestinal cells in KLF5 counter-screen | IEC-6 cytotoxicity, luminescence viability | inhibition, % at 5 µM | 290,000 tested, 0.78% active | AID 1825; in the data active = inhibition above about 22%;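 note: 0% = plate median of test compound wells and 100% = cytotoxic reference compound wells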
HSF1 inhib: HSF1 inhibition; AID 2098; 300,000 tested, 0.77% active; NIH3T3-HGL HSE-luciferase, MG132-induced, luminescence 8 h; stronger effect = lower value; activity change, negative = inhibition, % at 7.5 µM (by protocol);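 active = more than half of replicate wells show activity change below -50%, luminescence cut by over half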;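 note: luciferase reports HSF-1 transcriptional activity via heat shock element; 0% = median of DMSO wells and -100% = zero luminescence signal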
HDAC3 inhib: inhibitors of human histone deacetylase 3 | recombinant HDAC3, fluorogenic peptide/trypsin coupled, fluorescence | inhibition, % at 8.3 µM | 320,000 tested, 0.15% active; in the data active = inhibition above about 26%, passing the limit was not always enough
Target sequence (O15379 whole entry, looked up): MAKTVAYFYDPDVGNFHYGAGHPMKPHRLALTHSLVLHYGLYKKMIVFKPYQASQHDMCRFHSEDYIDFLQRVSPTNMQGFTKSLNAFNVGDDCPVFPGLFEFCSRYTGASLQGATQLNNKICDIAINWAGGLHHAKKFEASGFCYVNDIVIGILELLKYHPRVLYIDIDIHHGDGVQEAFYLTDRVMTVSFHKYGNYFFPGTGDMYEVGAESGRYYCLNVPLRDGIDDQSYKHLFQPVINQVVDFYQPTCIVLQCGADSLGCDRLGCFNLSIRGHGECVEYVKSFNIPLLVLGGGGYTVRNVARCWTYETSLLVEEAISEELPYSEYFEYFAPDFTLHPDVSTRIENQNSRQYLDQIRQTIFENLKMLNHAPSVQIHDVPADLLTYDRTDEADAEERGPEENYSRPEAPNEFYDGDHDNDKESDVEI
HSF1 activator: increases HSF-1 driven luciferase reporter signal; NIH3T3-HGL HSF-1 luciferase reporter, MG132, 8 h; 100% = twice DMSO control signal; activation, % at 9 µM; 300,000 tested, 1.7% active;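 active = mean replicate activation of at least 50% with a set share of replicates each reaching 50%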;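 note: 0% = median of the neutral control wells and 100% = twice that signal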
AI-2 QS mod: Vibrio harveyi AI-2 quorum sensing modulation | Vibrio harveyi JMH597 AI-2 luminescence/OD600 ratio, 9 h; stronger effect = lower value; strain lacks LuxN and CqsS sensors; 0 = neutral-control median | activity change, % at 7.5 µM | 300,000 tested, 0.4% active; in the data active = activity change below about -75%, passing the limit was not always enough;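 note: luminescence divided by OD600 gain over 9 h not by final OD600 alone; inactives centre near 13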
An asterisk follows results filed as active; . = no result given. Rows were taken by chance; 5% or so of the library scored in one or more.

Below each SMILES: HSF1 activator | aSyn UTR inh | AI-2 QS mod | HIF act | HSP90 inh | KLF5 inh | Platelet DG rel | HSF1 inhib | IEC-6 tox | HDAC3 inhib
- Cc1cccc(/C=C2/SC(=O)N(Cc3ccccc3Cl)C2=O)n1
→ 31.5 | -16.6 | 7.6 | 0.2 | -1.2 | -13.3 | -0.6 | 7.4 | -4.1 | 11.9
- O=C1Nc2cc(Cl)c(Cl)cc2N(O)N1c1ccccc1
→ -0.9 | -13.7 | 7.9 | 0.1 | 2.2 | -9.9 | -0.1 | -1.3 | -0.3 | -0.8
- COCc1ccc(C(=O)N(C)CC2CCCN(CCc3ccc(Cl)cc3)C2)o1 (centres undefined)
→ 9.8 | 0.3 | 17.7 | -0.2 | -0.9 | -39.1 | -14.3 | 4.4 | -0.6 | .
- CCOc1ccc(OCCC(=O)N(CC(=O)Nc2ccccc2C(F)(F)F)Cc2ccco2)cc1
→ 10.0 | -6.4 | 16.5 | -0.2 | . | . | 6.2 | 2.8 | . | 3.4
- CCCc1ccc(-c2ccc(-c3noc(-c4ccncc4)n3)cc2)nc1
→ -0.2 | -60.3 | 34.8 | -0.1 | 0.3 | -47.7 | -0.3 | -4.2 | -0.1 | -4.7
- CCn1cc(C(=O)NCCCN2CCC(C)CC2)c(=O)c2cc(S(=O)(=O)N3CCOCC3)ccc21
→ 0.0 | -6.1 | -4.1 | 0.0 | -4.6 | -5.7 | -5.0 | -3.1 | -2.6 | -3.8
- O=C(COC(=O)Cc1ccccc1F)Nc1cc(S(=O)(=O)N2CCOCC2)ccc1N1CCCC1
→ 2.0 | 22.8 | 13.0 | -0.3 | -1.7 | -19.1 | 2.9 | 1.6 | 3.5 | 3.8
- C=CCOC(=O)C1=C(C)N=C2SCCC(=O)N2C1/C=C/c1ccccc1 (centres undefined)
→ 37.3 | -0.7 | 20.3 | -0.1 | 2.0 | 11.8 | 1.6 | 36.8 | 2.9 | 0.0
- Cc1ccc(S(=O)(=O)NCC(=O)NCC(=O)OCc2c(F)cccc2Cl)cc1
→ 5.8 | 7.1 | 9.2 | -0.2 | -1.0 | -17.2 | -0.9 | 6.3 | -2.6 | 3.6
- Cc1ccc2c(c1)Sc1ccccc1CC2=O
→ -2.9 | -0.1 | 13.7 | -0.3 | -1.0 | 7.5 | 1.7 | -2.0 | -2.7 | 5.0
- O=C1CC(C(=O)O)S/C(=N\N=C\c2ccc(Br)cc2)N1 (centres undefined)
→ -10.5 | 9.9 | -0.7 | -0.3 | 27.3* | -26.4 | -1.8 | -1.5 | 0.4 | 9.2
- CSc1nsc(SCC(=O)Nc2ccccc2C(=O)O)n1
→ -29.2 | -1.4 | 30.3 | 0.0 | -2.2 | -25.9 | -4.2 | -13.3 | 5.4 | -1.3
- CCc1ccc(NC(=O)C(=O)NNC(=O)c2cccc(OC)c2)cc1
→ 9.3 | -10.5 | 64.2 | 0.0 | -5.9 | -3.3 | 0.1 | 8.3 | -4.9 | 2.5
- CCOC(=O)N1CCc2c(sc3nc4n(c(=O)c23)N=C(c2ccc(OC)cc2)CS4)C1
→ 16.8 | 9.2 | -18.6 | -8.5 | -2.4 | -16.6 | 2.7 | -1.4 | -2.5 | 3.7
- CCCC(c1nnnn1CC1CCCO1)N1CCN(c2cc(Cl)ccc2C)CC1 (centres undefined)
→ 15.6 | 21.7 | 7.6 | -0.5 | -3.6 | -6.0 | -10.7 | -2.6 | 0.0 | 3.7

Next part, starting with the last 2 of the part before.
Below each SMILES: HSF1 activator | aSyn UTR inh | AI-2 QS mod | HIF act | HSP90 inh | KLF5 inh | Platelet DG rel | HSF1 inhib | IEC-6 tox | HDAC3 inhib
- CCOC(=O)N1CCc2c(sc3nc4n(c(=O)c23)N=C(c2ccc(OC)cc2)CS4)C1
→ 16.8 | 9.2 | -18.6 | -8.5 | -2.4 | -16.6 | 2.7 | -1.4 | -2.5 | 3.7
- CCCC(c1nnnn1CC1CCCO1)N1CCN(c2cc(Cl)ccc2C)CC1 (centres undefined)
→ 15.6 | 21.7 | 7.6 | -0.5 | -3.6 | -6.0 | -10.7 | -2.6 | 0.0 | 3.7
- CCOC(=O)c1c(NC(=O)c2nn(C)cc2[N+](=O)[O-])sc(C)c1C
→ 26.1 | 11.7 | 14.1 | -0.2 | -2.1 | -1.8 | 11.4 | 12.3 | 2.2 | -1.9
- Cc1ccc(-n2nc3c(c2NC(=O)c2ccco2)CS(=O)(=O)C3)c(C)c1
→ 19.6 | -15.5 | 34.1 | -0.3 | -8.0 | -26.9 | 5.1 | 9.7 | -3.9 | 1.0
- COc1ccc(/C=C2\SC(=S)N(CCCC(=O)Nc3ccccc3C(=O)O)C2=O)cc1OC
→ -11.1 | -1.8 | 28.2 | -1.1 | -5.2 | -9.2 | 6.1 | -18.3 | -5.8 | 4.4
- Cc1sc2ncnc(N3CCC(C(=O)Nc4ccc(Cl)cc4Cl)CC3)c2c1C
→ 5.3 | 16.0 | -6.4 | 0.0 | . | . | -0.9 | 1.2 | . | -3.6
- COc1ccc(Cc2c(O)nc(SCC(C)C)[nH]c2=O)cc1
→ -8.5 | 0.4 | 4.4 | 2.4 | -0.1 | -20.8 | 0.4 | -0.3 | 6.4 | -0.1
- Cc1ccc(CN(C(=O)c2csnn2)C(C(=O)NC2CCCC2)c2ccc(C)o2)cc1 (centres undefined)
→ -7.8 | -0.7 | -0.6 | 0.0 | -0.6 | 4.2 | -0.4 | 5.1 | -3.6 | 13.1
- CCS(=O)(=O)N1Cc2ccccc2CC1C(=O)NCc1cccc(OC)c1 (centres undefined)
→ -14.6 | 7.4 | 9.2 | 0.8 | 0.8 | -12.4 | -4.3 | -1.6 | 0.5 | -2.9
- CCOC(=O)N1CCC(Nc2c(N3CCN(c4cccc(C(F)(F)F)c4)CC3)c(=O)c2=O)CC1
→ -3.8 | 7.7 | -1.3 | 0.0 | 2.1 | -18.1 | 1.9 | 3.7 | 6.9 | .
- COc1ccc(OC)c(-c2cc(C(=O)N/N=C/c3ccc(F)cc3)c3ccccc3n2)c1
→ -6.6 | 13.8 | 30.1 | -0.4 | . | . | 3.7 | 1.8 | . | -5.0
- O=[N+]([O-])c1cccnc1Oc1ccc(C2SCCS2)cc1
→ 34.8 | -106.3 | 14.1 | 3.0 | 0.6 | -49.6 | 14.4 | 14.4 | 1.2 | -5.2
- COc1ccccc1OCC(=O)NCC(c1cccs1)N1CCOCC1 (centres undefined)
→ -0.2 | -0.4 | 14.2 | -0.1 | -0.7 | -24.1 | -1.5 | -2.7 | 5.1 | 9.8
- Cc1cc(-c2nnc(CCC(=O)NC(C)c3ccccc3Cl)o2)no1 (centres undefined)
→ -4.0 | -9.5 | 21.7 | 0.5 | 1.3 | 6.0 | 7.8 | -2.2 | -9.5 | -5.3
- CC(=O)Nc1ccc(N(C(=O)CNC(=O)c2cccs2)C(C(=O)NC(C)(C)C)c2ccccc2)cc1 (centres undefined)
→ 6.6 | 3.5 | 13.7 | -0.1 | -0.6 | -30.8 | -1.2 | -1.8 | 2.3 | 3.9
- CNC(=O)COC(=O)c1cc2c(C)nn(-c3ccc(F)cc3)c2s1
→ 1.9 | -13.2 | 14.8 | 0.3 | -0.7 | -5.5 | 2.7 | -6.0 | 3.6 | -2.8
- COc1ccc(/C=C/C(=O)c2cc(F)ccc2OC(=O)c2ccc(OC)c(OC)c2)cc1OC
→ -27.7 | 9.4 | 4.9 | -0.3 | 4.9 | -22.4 | -5.6 | 0.5 | 0.3 | 10.7
- CCOc1ccc(NC(=O)C2CCN(C(=O)C3CC(=O)N(c4ccc(C)cc4)C3)CC2)cc1 (centres undefined)
→ -8.0 | 23.2 | 15.1 | -0.2 | 4.2 | -16.6 | 3.9 | -5.8 | -0.2 | 5.5
- COc1ccccc1NC(=O)CN(Cc1ccco1)C(=O)c1ccc(-n2nc(C)cc2C)cc1
→ 4.7 | 14.8 | 7.1 | 0.8 | 7.7 | -0.7 | 3.3 | -2.7 | 2.7 | -4.1
- CC(=O)NC[C@H]1CN(c2ccc(N3CCOCC3)c(F)c2)C(=O)O1
→ -35.3 | -43.6 | -58.9 | -0.5 | 0.0 | -11.4 | -5.3 | -28.7 | 15.6 | 5.5
- O=C(O)c1cccc(Nc2ccc3nonc3c2[N+](=O)[O-])c1
→ -1.9 | -5.0 | 8.3 | 2.0 | 0.2 | 1.0 | -4.4 | -3.3 | -0.1 | 6.9
- CCC(CC)NC(=O)/C=C/c1cccc([N+](=O)[O-])c1
→ 6.1 | 1.3 | 39.5 | -0.6 | -4.3 | -8.5 | 13.8 | -5.6 | -14.5 | 1.3
- C[C@]12C=CC(=O)C=C1CC[C@@H]1[C@@H]2[C@@H](O)C[C@@]2(C)[C@H]1CC[C@]2(O)C(=O)COC(=O)CCC(=O)O
→ -50.7 | 15.0 | 20.6 | -0.5 | -3.2 | -16.3 | 6.8 | -41.4 | 3.8 | 2.2
- Cc1c(C#N)sc2nc(-c3ccccc3)nc(N3CCCC3)c12
→ -11.6 | 10.2 | 1.3 | 0.1 | 3.3 | 13.7 | 7.7 | -1.9 | 7.1 | -0.7
- Cc1nnc(SCCC(=O)Nc2ccc(F)cc2)s1
→ -10.0 | -15.9 | 9.6 | 1.3 | 4.0 | -19.4 | -10.0 | 0.8 | 5.8 | 0.3
- CC(OC(=O)c1ccncc1)C(=O)Nc1ccc([N+](=O)[O-])cc1Cl (centres undefined)
→ 0.9 | -5.0 | 24.7 | 0.5 | 5.0 | -19.6 | 1.7 | -2.4 | -6.1 | 1.2
- Cc1cc(C)c(C)c(S(=O)(=O)NC(C(=O)O)C(C)C)c1C (centres undefined)
→ -1.7 | 0.6 | 4.4 | 0.3 | -2.2 | -28.1 | -2.3 | -4.4 | 6.1 | -1.9
- COc1cccc2c1OC1(C)CC2NC(=O)N1c1cccc(C(=O)N2CCN(c3ccccc3)CC2)c1 (centres undefined)
→ -8.9 | 32.3 | 10.2 | -0.3 | 1.1 | -16.2 | -1.1 | -2.3 | -4.9 | -0.6
- Cc1cc(C)cc(N=Cc2[nH]c3ccc(Br)c(Cl)c3c2O)c1
→ -3.0 | -57.2 | 31.9 | -0.3 | -3.1 | 9.3 | 3.1 | -11.0 | 12.7 | 8.5
- CC1CCN(S(=O)(=O)c2ccc(Br)s2)CC1
→ -6.0 | 11.5 | 41.0 | -0.1 | 2.8 | 5.5 | 8.3 | -1.6 | 3.0 | 5.2
- Nc1ccn(-c2ccccc2)c(=O)c1
→ 26.8 | 8.4 | 17.0 | -1.3 | 2.4 | 1.4 | 9.7 | -2.2 | 0.4 | -0.9
- CCCCCCn1nc(C(=O)N(CC(C)C)c2c(N)n(CCCC)c(=O)[nH]c2=O)c2ccccc2c1=O
→ 26.1 | 7.8 | 7.8 | -0.1 | 5.7 | -11.6 | -23.6 | 3.6 | 0.6 | 6.3
- COc1cccc(-c2nnc(N(C)C(=O)c3ccno3)s2)c1
→ 13.5 | -79.4 | -6.2 | -12.0 | 1.1 | -70.5 | 0.2 | 9.1 | -2.7 | .
- NC(=O)CSc1nnc(Cn2c(=O)sc3ccccc32)n1-c1ccccc1
→ 5.6 | -14.6 | -3.3 | -0.1 | -3.2 | -17.7 | -5.4 | -1.1 | -7.0 | -3.4
- CC(C)CN1CCN(Cc2cn(C)c3ccccc23)CC1CCO (centres undefined)
→ -5.9 | -7.7 | 15.5 | -0.9 | 1.9 | -13.0 | -8.6 | -7.4 | 1.8 | -6.0
- Cn1cc(Br)c(C(=O)NNC(=O)c2cccc(Br)c2)n1
→ -2.9 | -12.2 | 21.7 | 0.3 | -3.0 | -14.9 | -3.5 | -4.7 | -3.8 | -7.0
